FBPA coupling cs: qHTS Assay for Inhibitors of Fructose-1,6-bisphosphate Aldolase from Giardia Lamblia: Coupling assay counterscreen; coupling enzyme system counterscreen, AmpLite Red fluorescence; activity change, negative = inhibition, % at 58.2 µM, hits read low; hit rate 0.67% among 290,000; AID 2472, 2010; in the data active means activity change below about -30%; further: on the % scale 0 is the no-effect control and ±100 the full control effect
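First, compound is pin-transferred into glyceraldehyde-3-phosphate coupling-enzyme reagent at 57.5 uM final and held 10 min at RT. Next, substrate, coupling system and AmpLite Red are added. After 20 min RT, fluorescence (525/598 nm) is read.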
Gal4-VP16 FLuc: VP16 counterscreen qHTS for inhibitors of ROR gamma transcriptional activity. Potency, µM (top dose mostly 53.6 µM), for the others: at the highest dose activity, negative = inhibition, actives largely listed as inhibitors. hit rate 3.5% among 310,000. Drosophila S2 Gal4-VP16 UAS-luciferase, luminescence, 20 h;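 further: Gal4-VP16 expression switched on by copper sulfate through the metallothionein promoter; potency means the concentration at half of the fitted maximal effect; on the % scale 0 is the no-effect control and ±100 the full control effect; nearly all actives have a fitted effect of over 50% in size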
Tb PFK inh: qHTS Assay to Find Inhibitors of T. brucei phosphofructokinase. ATP-dependent 6-phosphofructokinase (Trypanosoma brucei brucei), O15648. T. brucei PFK, ADP-Glo luminescence. Potency, µM (top dose mostly 57.5 µM), for the others: at the top dose activity, negative = inhibition, actives largely listed as inhibitors. hit rate 0.17% among 330,000. AID 485367, 2010;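 further: potency means the concentration at half of the fitted maximal effect; 0% = uninhibited 1x PFK enzyme wells and -100% = no-enzyme wells; nearly all actives have a fitted effect of over 60% in size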
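Compounds were pin-transferred as a titration series up to 57 uM into substrate buffer (0.5 mM F6P, 0.1 mM ATP, pH 8.0), then 1.25 nM PFK was added and reactions ran 45 min before ADP-Glo detection.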
NPC1 prom act: qHTS Assay for NPC1 Promoter Activators; Huh7 NPC1 promoter luciferase reporter, 24 h; Potency, µM (series often up to 9.22 µM), without a hit: at the highest dose activation, usual class: activators; hit rate 2.4% among 320,000;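 further: potency means the concentration at half of the fitted maximal effect; % of control where 0% means no effect; nearly all actives have a fitted effect of over 60% in size; reporter is driven by a mutant NPC1 promoter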
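Huh7 reporter cells (NPC1 promoter driving luciferase) are dosed with compound for 24 h at 37 °C, 5% CO2; luciferase detection reagent is then added and luminescence measured after 10 min at ambient temperature.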
Giardia killer: Small Molecules that selectively kill Giardia lamblia: qHTS; Giardia lamblia trophozoite viability; activity change, % at 7.66 µM, hits read low; hit rate 0.15% among 340,000; AID 540267, 2011; in the data active means activity change below about -80%; inconclusive means between about -30% and that limit;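 further: parasites exposed to compound for two days anaerobically before the ATP read; on the % scale 0 is the no-effect control and ±100 the full control effect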
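Anaerobic 48 hrs incubation at 37 deg C of 100 trophozoites/well with test compounds; ATPLite 1-Step luminescence, 15-30 min RT, reports cellular ATP as viability.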
KCNH2 3.1 block: qHTS for Inhibitors of KCHN2 3.1: Mutant qHTS; Potassium voltage-gated channel subfamily H member 2, brain isoform KCNH2 3.1 (human); U2OS KCNH2 3.1, thallium flux FluxOr; stronger effect = lower value; activity change, % (tested at about 1.8 µM); hit rate 0.95% among 340,000; AID 720553, 2013;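 active means maximum activity change below -70%; inconclusive means maximum activity change from -70% to -50%; inactive means maximum activity change above -50%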;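 further: thallium influx rate constant from kinetic fluorescence after stimulation buffer; on the % scale 0 is the no-effect control and ±100 the full control effect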
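Kinetic fluorescence (2 min after stimulation buffer) measures Tl+ influx through KCNH2 3.1 expressed by viral transduction in U2OS cells; the rate constant is normalized against DMSO controls serving as positive and negative references.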
FLuc counter: qHTS profiling assay for firefly luciferase inhibitor/activator using purifed enzyme and Km concentrations of substrates (counterscreen for miR-21 project). purified FLuc, Km substrates, luminescence inhibition. Potency, µM (titrated, usually from 57.5 µM), inactives show at the top dose activity change, negative = inhibition, usual class: inhibitors. hit rate 6.9% among 360,000;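 further: potency means the concentration at half of the fitted maximal effect; plate controls were vehicle for no effect and reference inhibitor for full effect; nearly all actives have a fitted effect of over 55% in size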
Target sequence (P08659 whole entry, looked up): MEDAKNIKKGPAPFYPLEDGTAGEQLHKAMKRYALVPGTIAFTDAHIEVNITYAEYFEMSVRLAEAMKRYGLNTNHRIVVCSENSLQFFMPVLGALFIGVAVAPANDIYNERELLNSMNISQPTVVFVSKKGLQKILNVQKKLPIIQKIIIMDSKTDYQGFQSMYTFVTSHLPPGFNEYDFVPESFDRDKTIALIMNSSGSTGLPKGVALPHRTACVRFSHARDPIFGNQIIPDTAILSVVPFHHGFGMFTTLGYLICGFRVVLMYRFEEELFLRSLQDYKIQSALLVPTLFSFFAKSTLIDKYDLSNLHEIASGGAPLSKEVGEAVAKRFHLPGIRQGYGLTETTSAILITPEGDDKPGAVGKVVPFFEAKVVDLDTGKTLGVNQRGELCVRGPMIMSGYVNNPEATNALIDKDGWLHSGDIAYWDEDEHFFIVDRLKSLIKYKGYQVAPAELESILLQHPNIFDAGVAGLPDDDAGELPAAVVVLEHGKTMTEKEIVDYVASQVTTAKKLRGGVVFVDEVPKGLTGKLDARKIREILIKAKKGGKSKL
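Purified P. pyralis luciferase, 10 nM final, with Km-level 10 uM D-luciferin and 10 uM ATP in 50 mM Tris acetate pH 7.5, 10 mM Mg acetate, 0.01% Tween-20, 0.05% BSA; 6-point qHTS titration about 60 µM downward; luminescence read.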
uPA generation: qHTS for Inhibitors of Cell Surface uPA Generation; cell surface uPA generation assay, qHTS; Potency, µM (titrated, usually from 38.3 µM), for the others: at the highest dose activity change, negative = inhibition, hits mostly inhibitors; hit rate 0.31% among 330,000; AID 540303, 2011; active means well fitted inhibition curve with a large enough effect; inconclusive means small, poorly fitted or top-dose-only effect; inactive means no such curve, though single readings can be large or run the other way; tested in mouse RAW 264.7 cells; further: potency means the concentration at half of the fitted maximal effect; on the % scale 0 is the no-effect control and ±100 the full control effect; nearly all actives have a fitted effect of over 55% in size
RORgamma inh: qHTS for inhibitors of ROR gamma transcriptional activity | Potency, µM (top dose mostly 53.6 µM), for inactives: at the top dose activity change, negative = inhibition, actives largely listed as inhibitors | hit rate 5.4% among 310,000 | Drosophila S2 Gal4-RORgamma UAS-luciferase reporter, 20 h | Nuclear receptor ROR-gamma (Mus musculus), P51450 | AID 2551, 2010; further: potency means the concentration at half of the fitted maximal effect; on the % scale 0 is the no-effect control and ±100 the full control effect; nearly all actives have a fitted effect of over 60% in size
Target sequence (P51450 whole entry, looked up, the tested form may be a part): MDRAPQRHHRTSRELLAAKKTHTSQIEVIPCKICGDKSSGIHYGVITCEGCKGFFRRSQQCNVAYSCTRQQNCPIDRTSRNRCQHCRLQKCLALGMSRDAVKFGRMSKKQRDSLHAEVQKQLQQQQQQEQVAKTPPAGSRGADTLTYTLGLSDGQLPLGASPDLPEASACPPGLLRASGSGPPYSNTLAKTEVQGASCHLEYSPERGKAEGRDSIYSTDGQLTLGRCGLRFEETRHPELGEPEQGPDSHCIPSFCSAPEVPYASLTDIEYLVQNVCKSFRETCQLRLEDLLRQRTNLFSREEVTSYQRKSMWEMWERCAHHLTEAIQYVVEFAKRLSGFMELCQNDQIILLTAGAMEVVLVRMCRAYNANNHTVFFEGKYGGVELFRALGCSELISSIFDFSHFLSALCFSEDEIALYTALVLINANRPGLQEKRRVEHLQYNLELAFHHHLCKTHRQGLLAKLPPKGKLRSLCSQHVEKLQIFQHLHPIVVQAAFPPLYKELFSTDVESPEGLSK
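Luciferase reporter read in Schneider cells carrying Gal4-RORγ (mouse) and UAS-Photinus luciferase; cells given compound 1 h before 700 uM copper sulfate induction, then incubated 20 h at ambient temperature.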
Rab9 prom act: qHTS Assay for Rab9 Promoter Activators; Huh7 Rab9 promoter-luciferase reporter, luminescence, 24 h; Potency, µM (highest dose often 9.22 µM), for inactives: at the highest dose activation, negative = inhibition, usual class: activators; hit rate 2.8% among 320,000; AID 485297, 2010; further: potency means the concentration at half of the fitted maximal effect; % of control where 0% means no effect; nearly all actives have a fitted effect of over 60% in size
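Quantitative HTS format; Huh7 Rab9-luciferase reporter cells (1500/well) receive compound 2 h post-plating, incubate 24 h at 37 °C, then get luciferase reagent for 10 min before luminescence reading.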
ELG1 genotoxic: qHTS screen for small molecules that induce genotoxicity in human embryonic kidney (HEK293T) cells expressing luciferase-tagged ELG1; HEK293T ELG1-luciferase reporter, luminescence, 16 h; Potency, µM (series often up to 46 µM), without a hit: top-dose activity change, positive = activation, hits mostly activators; hit rate 1.3% among 330,000; AID 504466, 2011; further: potency means the concentration at half of the fitted maximal effect; % of control where 0% means no effect; nearly all actives have a fitted effect of over 60% in size
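16 hr compound incubation (37 °C, 5% CO2) of HEK293T cells carrying luciferase-tagged ELG1; luciferase then measured by ONE-Glo luminescence after 30 min at RT.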
* marks the source's active call; other numbers are inactive results; ? = inconclusive; . = not tested or not shown; [ ] = another dose, or the depositor's remark. Unless noted, the call rests on the fitted dose curve; in most records, active means well fitted curve in the direction sought with a large enough effect; inconclusive means small, poorly fitted or top-dose-only effect, or another doubt; inactive means no such curve, though single readings can be large; an effect the other way counts as inactive or inconclusive. This is a random part of the collection; about 14% have a hit in one of these screens.

SMILES	FBPA coupling cs	Gal4-VP16 FLuc	Tb PFK inh	NPC1 prom act	Giardia killer	KCNH2 3.1 block	FLuc counter	uPA generation	RORgamma inh	Rab9 prom act	ELG1 genotoxic
COC(=O)c1cc(C(=O)OC)[nH]n1	0	-13%	5%	-7%	14	12	1%	3%	-5%	7%	1%
O=C(Nc1ccccc1F)c1coc(=O)c(Br)c1	8	?	-19%	0%	-11	7	-19%	-5%	13%	0%	?
O=C(NCc1cccnc1)Nc1ccc(F)cc1F	5	24%	.	.	-5	-1	-9%	5%	-5%	.	.
COc1ccc(C)cc1NC(=O)CN1C(=O)COc2ccc(C)cc21	0	-2%	-4%	-5%	10	-3	1%	-1%	1%	1%	2%
CCOCCC(=O)Nc1cc(Cl)ccc1OC	2	1%	3%	1%	-8	-19	4%	.	?	1%	-1%
O=C(Nc1ccccc1C(=O)O)c1cc(S(=O)(=O)Nc2cccc(F)c2)ccc1Cl	-2	-6%	2%	4%	-11	-9	-15%	15%	-28%	-7%	-11%
O=C(COC(=O)C1CCN(S(=O)(=O)c2ccc3c(c2)OCCO3)CC1)NC1CCCCC1	.	.	0%	2%	7	11	6%	6%	.	3%	16%
O=C(CSc1nc(C2CC2)nc2ccccc12)Nc1ccccc1Cl	1	-3%	1%	-3%	-6	-7	0%	0%	-11%	-2%	-11%
Cc1cc(=O)[nH]c2cc(Cl)ccc12	-1	-1%	-3%	-4%	13	0	3%	12%	-10%	-4%	9%
CC1CN(S(=O)(=O)c2cccc(C(=O)NNC(=O)C(C)Oc3ccccc3F)c2)CC(C)O1 (stereo not given)	.	.	-2%	1%	-21	-1	6%	-3%	.	0%	-1%
O=C(N=C1SC2CS(=O)(=O)CC2N1c1ccccc1)c1cccc([N+](=O)[O-])c1 (stereo not given)	.	.	-11%	0%	11	-13	5%	-1%	.	-1%	-4%
Cc1ccc(C2=NN(C(=O)CCC(=O)O)C(c3cccc([N+](=O)[O-])c3)C2)cc1 (stereo not given)	-3	-8%	0%	4%	26	15	-14%	0%	-5%	0%	1%
COc1ccc(C2CC(c3ccc(Br)cc3)=NN2C(=O)CSC2=NCCS2)cc1 (stereo not given)	-1	4%	0%	-2%	-2	2	5%	-6%	-1%	-12%	-11%
Cc1ccc(OCC(=O)NNC(=O)c2cccnc2)cc1	1	-6%	1%	-4%	1	1	-11%	-1%	0%	0%	0%
C=CCOC(=O)C1=C(C)NC(=S)NC1/C=C/c1ccccc1 (stereo not given)	0	6.3µM*	2%	-4%	-7	-3	0%	.	2.5µM*	-6%	-4%
COc1ccc(-c2coc3cc(O)ccc3c2=O)cc1O	-1	-1%	3%	?	-12	-11	9.5µM*	-23%	14%	?	13µM*
COc1ccc(CCNC(=O)C2CCCN2C(=O)Nc2ccc(F)cc2)cc1OC (stereo not given)	0	-12%	2%	1%	9	-5	3%	-5%	1%	-9%	-4%
O=c1[nH]c2cc(Cl)ccc2n(CCNc2ncc(C(F)(F)F)cc2Cl)c1=O	-1	-7%	0%	-4%	5	-31	1%	4%	-12%	-4%	1%
N#CCc1ccc(NS(=O)(=O)c2ccc(C3CCCCC3)cc2)cc1	-1	?	5%	-4%	10	4	5%	-1%	30%	-10%	0%
Cc1sc2nc(CSc3ncn[nH]3)[nH]c(=O)c2c1C	4	1%	12%	-4%	-25	4	-6%	2%	0%	1%	5%

Limited to ELG1 genotoxic, Giardia killer and FLuc counter, for some of the entries so far:
Compound	ELG1 genotoxic	Giardia killer	FLuc counter
CCOCCC(=O)Nc1cc(Cl)ccc1OC	-1%	-8	4%
O=C(Nc1ccccc1C(=O)O)c1cc(S(=O)(=O)Nc2cccc(F)c2)ccc1Cl	-11%	-11	-15%

By substructure: the compounds so far containing bromine.
SMILES	FBPA coupling cs	Gal4-VP16 FLuc	Tb PFK inh	NPC1 prom act	Giardia killer	KCNH2 3.1 block	FLuc counter	uPA generation	RORgamma inh	Rab9 prom act	ELG1 genotoxic
O=C(Nc1ccccc1F)c1coc(=O)c(Br)c1	8	?	-19%	0%	-11	7	-19%	-5%	13%	0%	?
COc1ccc(C2CC(c3ccc(Br)cc3)=NN2C(=O)CSC2=NCCS2)cc1 (stereo not given)	-1	4%	0%	-2%	-2	2	5%	-6%	-1%	-12%	-11%

2 entries drawn at random from those above, as already listed:
SMILES	FBPA coupling cs	Gal4-VP16 FLuc	Tb PFK inh	NPC1 prom act	Giardia killer	KCNH2 3.1 block	FLuc counter	uPA generation	RORgamma inh	Rab9 prom act	ELG1 genotoxic
O=C(CSc1nc(C2CC2)nc2ccccc12)Nc1ccccc1Cl	1	-3%	1%	-3%	-6	-7	0%	0%	-11%	-2%	-11%
O=c1[nH]c2cc(Cl)ccc2n(CCNc2ncc(C(F)(F)F)cc2Cl)c1=O	-1	-7%	0%	-4%	5	-31	1%	4%	-12%	-4%	1%

Other entries follow:
SMILES	FBPA coupling cs	Gal4-VP16 FLuc	Tb PFK inh	NPC1 prom act	Giardia killer	KCNH2 3.1 block	FLuc counter	uPA generation	RORgamma inh	Rab9 prom act	ELG1 genotoxic
O=C(Nc1ccccc1)N(C1=NCCC1)c1ccccc1	4	-1%	-19%	-2%	1	-10	-1%	-5%	-4%	-1%	-1%
Cc1ccc(C)c(S(=O)(=O)NCCCc2ccccc2)c1	-4	-20%	0%	0%	-12	1	1%	0%	19%	-2%	-2%
O=C(N/N=C/c1ccccc1C(=O)O)c1cc(-c2ccc3c4c(cccc24)CC3)n[nH]1	3	-1%	8%	-6%	-8	-15	15µM*	0%	3%	-8%	-1%
COC(=O)[C@]1(C)CCC[C@@]2(C)C3CC[C@@]4(C)C[C@]3(CCC21)CC(=O)N4Cc1ccc(OC)cc1 (stereo not given in full)	.	.	5%	-3%	-1	.	5%	-1%	.	-11%	-1%
COc1cccc(NC(=O)CSc2nnc(Cn3c(=O)sc4ccccc43)n2C)c1	1	-15%	1%	4%	0	-1	2%	10%	-10%	-3%	17%
CCS(=O)(=O)Nc1cccc(C2=NN(S(=O)(=O)c3ccc(C)cc3)C(c3ccco3)C2)c1 (stereo not given)	-4	-5%	0%	-2%	?	17	-10%	3%	9%	-3%	-7%
COc1ccccc1/C=N/NC(=O)c1ccc(C)nc1	3	-1%	3%	-4%	-11	-4	?	6%	17%	0%	-4%
CCOc1ccc(NC(=O)CN2C(=O)COc3ccc(S(=O)(=O)N4CCCC4)cc32)cc1	.	-1%	3%	-4%	9	0	?	-2%	22%	-1%	3%
CCC1(c2ccccc2)NC(=O)N(CC(=O)Nc2ccc(OC)nc2)C1=O (stereo not given)	.	4%	1%	2%	-10	-9	-3%	1%	?	2%	-1%
O=C1CC(C(=O)Nc2ccccc2)S/C(=N\N=C\c2ccco2)N1 (stereo not given)	0	-15%	5%	1%	1	-9	0%	5%	-20%	-3%	6%
CCNC(=O)CC(=O)Nc1ccccc1C(=O)O	2	-4%	3%	-1%	1	-30	4%	-5%	?	-3%	2%
O=C(COC(=O)CCc1nc2ccccc2c(=O)[nH]1)Nc1ccc2c(c1)OCO2	0	-7%	-1%	2%	1	-5	3%	20%	7%	-1%	-3%
CCCc1[nH]nc2c1C1(C(=O)N(CC)c3ccccc31)C(C#N)=C(N)O2 (stereo not given)	-1	2%	-3%	1%	-4	3	0%	.	29%	-4%	1%
CCOC(=O)c1ccc2c(c1)n(CC)c(C)[n+]2CC	3	1%	2%	0%	-2	0	-3%	3%	1%	-1%	-2%
COc1ccccc1N1CCN(C(=O)c2ccc(-c3ccc(Cl)cc3)o2)CC1	.	.	0%	-42%[inhibitor]	29	-28	?	?	.	-40%[inhibitor]	-2%
CCCCNC(=O)C(Sc1ccccc1)c1ccccc1 (stereo not given)	8	-12%	-6%	1%	6	7	-7%	-2%	11%	-6%	0%
O=C(COc1ccccc1)N/N=C/c1sc(=O)n(Cc2cccc(C(=O)O)c2)c1Cl	7	4%	-3%	-6%	4	10	2%	4%	-3%	1%	2%
CC(=O)c1cc(C#N)c(SCC(=O)Nc2nccs2)nc1C	0	-2%	-4%	?	-26	0	-7%	?	0%	1.3µM*	4%

High-throughput results: PubChem BioAssay, National Center for Advancing Translational Sciences (NCATS)
